From PubChem BioAssay
Rpn11 block: inhibitors of human proteasome Rpn11; AID 588493; calls only at 20 µM; 360,000 compounds, 0.59% hits; human 26S proteasome, Ub4-pepOG fluorescence polarization; 20S core pre-blocked with epoxomicin; O00487;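 active means inhibition at 20 µM, scaled to each plate's controls, above about 33%, limit read from the data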
Target sequence (O00487 whole entry, looked up): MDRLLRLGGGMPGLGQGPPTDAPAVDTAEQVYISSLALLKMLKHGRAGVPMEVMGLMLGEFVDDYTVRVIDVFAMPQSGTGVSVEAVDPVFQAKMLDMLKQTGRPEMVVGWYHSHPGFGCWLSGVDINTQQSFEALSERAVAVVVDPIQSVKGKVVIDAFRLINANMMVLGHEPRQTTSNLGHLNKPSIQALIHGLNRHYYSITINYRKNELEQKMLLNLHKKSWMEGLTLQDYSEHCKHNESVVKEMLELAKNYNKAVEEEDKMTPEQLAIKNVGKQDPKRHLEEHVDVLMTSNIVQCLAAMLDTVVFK
LMPTP inh: blocks human LMPTP phosphatase; 360,000 compounds, 0.22% hits; recombinant LMPTP-A, OMFP fluorogenic substrate, fluorescence intensity; inhibition, % at 20 µM; AID 651560;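 active means compounds that cut the enzyme signal by at least half of the control window in the single-dose screen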;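 further: plate controls were DMSO wells with enzyme plus substrate for no effect and substrate without enzyme for full effect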
Target sequence (P24666 whole entry, looked up): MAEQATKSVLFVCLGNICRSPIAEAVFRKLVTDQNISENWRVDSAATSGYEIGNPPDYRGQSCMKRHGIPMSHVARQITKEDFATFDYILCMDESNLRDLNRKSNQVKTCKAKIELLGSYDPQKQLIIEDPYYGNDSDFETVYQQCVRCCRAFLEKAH
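Test system – LMPTP-A phosphatase enzyme · Quantity – 0.625 nM LMPTP-A final · Reagent – OMFP substrate, 400 µM final · Dosing – one test concentration per compound, 20 µM, with 3% DMSO overall · Timing – 50 min enzyme reaction at room temperature, protected from light · Detection – fluorescence intensity · Controls – substrate-only low control, DMSO enzyme-plus-substrate high control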
NadD block: blocks S. aureus nicotinate mononucleotide adenylyltransferase; purified NadD enzyme, colorimetric absorbance read-out; 360,000 compounds, 0.78% hits; inhibition, % at 20 µM; in the data active means inhibition above about 26%; further: some compounds past the cut are filed as inactive
CendR NRP1 mod: modulators of CendR peptide binding to human neuropilin-1; FAM-RPARPAR peptide binding to NRP-1, fluorescence polarization; inhibition, % at 25 µM; O14786; AID 602438; 360,000 compounds, 0.85% hits;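 active means inhibition or corrected inhibition above about 18%, plus a signal ratio from 0.5 to 1.5, limit read from the data, passing the limit was not always enough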; further: strong numbers were not always called active
Scp-1 inhibitor: blocks human Scp-1 phosphatase activity; Q9GZU7; Recombinant Scp1, phosphopeptide, malachite green phosphate absorbance; inhibition, % at 20 µM; 340,000 compounds, 0.88% hits;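 active means inhibition above about 50% at 20 µM, limit read from the data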;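 further: plate controls were DMSO wells with enzyme for no effect and wells lacking enzyme for full effect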
Target sequence (Q9GZU7 76-261 limits assumed): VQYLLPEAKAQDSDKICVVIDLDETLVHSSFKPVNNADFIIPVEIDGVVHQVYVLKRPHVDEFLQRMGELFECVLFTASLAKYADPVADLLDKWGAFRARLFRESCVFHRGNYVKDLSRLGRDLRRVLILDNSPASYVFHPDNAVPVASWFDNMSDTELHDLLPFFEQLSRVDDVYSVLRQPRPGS
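Test system – truncated SCP-1 phosphatase (76-261aa) · Reagent – Phosphorylated 17-residue peptide substrate · Incubation – 45 min room-temperature reaction, 5 min colour, 30 min stabiliser · Detection – colorimetric phosphate reagent with accelerator and stabiliser, absorbance at 630 nm · Measure – % inhibition at 20 µM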
MT1-MMP act inh: inhibitors of human MT1-MMP activation | P50281 | HT1080 RFP-PRO-GFP cells, GFP/RFP ratio fluorescence, overnight; percent of plate control window, DMSO zero | GFP/RFP ratio change, % at 20 µM | 360,000 compounds, 0.061% hits | AID 651647;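 active means GFP/RFP ratio change of at least 30% with cell ATP level not reduced by more than half and red fluorescence within 50% of control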; further: strong numbers were not always called active
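Assay system: HT1080 cells carrying an RFP-PRO-GFP reporter | Dosing: Single dose of 20 µM compound, 1% DMSO final | Incubation: Cells overnight before dosing, compound overnight, 37 °C, 5% CO2 | Evaluation: GFP/RFP fluorescence ratio | Control set: DMSO and RFP-L50D-GFP cell wells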
SUMO1-SIM PPI: SUMO1-SIM interaction modulation; P63165; SUMO1 binding to a labelled peptide, TR-FRET, 1 h; inhibition, % at 20 µM; 360,000 compounds, 0.33% hits; in the data active means inhibition above about 37%
Target sequence (P63165 whole entry, looked up): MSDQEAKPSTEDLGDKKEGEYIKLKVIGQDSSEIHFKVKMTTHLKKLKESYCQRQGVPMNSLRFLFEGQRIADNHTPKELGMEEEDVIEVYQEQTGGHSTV
SKN-1 inh: blocks SKN-1 activity in C. elegans. C. elegans VP596 Pgst-4::GFP/RFP ratio, acrylamide-induced, 24 h. inhibition, % at 21.8 µM. 360,000 compounds, 0.49% hits. AID 624304;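 active means interference check ratio from 0.5 to 1.5 plus GFP to RFP signal ratio inhibition reaching or exceeding a fixed threshold, cut at about 30% in these data, passing the limit was not always enough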; further: some compounds called inactive have numbers as strong as hits
DNMT1 inh: blocks human DNA methyltransferase DNMT1 | P26358 | AID 588458 | 360,000 compounds, 0.83% hits | inhibition (reported as % activation of signal), % at 10 µM | DNMT1 molecular beacon, Hinp1I cleavage, fluorescence; in the data active means inhibition above about 50%
STEP inh: STEP (human) phosphatase inhibition; recombinant STEP, OMFP fluorogenic substrate, fluorescence; P54829; inhibition, % at 20 µM; 360,000 compounds, 0.25% hits;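 active means inhibition at 20 µM, scaled per plate between control wells, above about 37%, limit read from the data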;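 further: 0% = DMSO with enzyme and substrate and 100% = substrate only without enzyme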
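material = STEP tyrosine phosphatase | reagent = fluorogenic phosphatase substrate OMFP at 25 µM final | doses = single compound dose of 20 µM, 1% DMSO final | schedule = 20 min reaction, room temperature, in the dark | measured by = fluorescence, 480/540 nm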
* = called active by the depositor; i = inactive; . = no result given.

The line under a structure holds: Rpn11 block, LMPTP inh, NadD block, CendR NRP1 mod, Scp-1 inhibitor, MT1-MMP act inh, SUMO1-SIM PPI, SKN-1 inh, DNMT1 inh, STEP inh
1. CC(C)Cn1cnc2c(Sc3c([N+](=O)[O-])ncn3C)nc(N)nc21
    i, -0.1, 0, 7, 13, 0, -18, 9, -1, -2
2. Cc1cc(SCC#N)n2nc(C)c(-c3ccccc3)c2n1
    i, 1.4, 1, 4, -10, 0, -1, 25, 0, -1
3. O=C(CNC(=O)c1ccc(Br)o1)NCC(=O)OCc1ccccc1
    i, 0.6, -3, -3, 11, 0, 2, -3, 2, -1
4. Cc1nnc(SCC(=O)Nc2nccs2)n1C(C)C
    i, -1.0, -5, 11, -8, 1, -3, -13, 4, -4
5. O=C(NCc1ccc(C(F)(F)F)cc1)c1cccc2c(-c3ccc(F)c(F)c3)coc12
    i, 4.8, -6, -9, ., 7, 5, 5, 11, 2
6. C[C@H]1CN([C@@H](C)CO)C(=O)c2cccc(NC(=O)Nc3ccc(C(F)(F)F)cc3)c2O[C@H]1CN(C)C
    i, -1.2, -7, 2, -3, 5, 4, -9, -3, 1
7. NC(c1csc(Nc2cnccn2)n1)C1CCCCC1 (stereo not given)
    i, 2.2, -3, -18, ., -4, -2, -10, 6, -2
8. CCSc1nnc(SCC(=O)Nc2cc(C)on2)s1
    i, 3.5, -5, -4, 26, -6, 4, 4, 24, 1
9. COc1ccc(C2NCCC3(O)CCCCC23)c(OC)c1OC (stereo not given)
    i, -1.4, -5, -1, -3, 2, 2, 13, -2, -2
10. Cc1occc1C(=O)N1N=C(C2CC2)CC1(O)C(F)(F)F (stereo not given)
    i, 1.4, -1, 34*, 6, 5, -1, -24, 15, 0
11. COc1ccc(CCNC(=O)c2ccc(CS(=O)Cc3ccc(Cl)cc3)o2)cc1OC (stereo not given)
    i, -0.2, -1, 2, -3, 2, 4, 23, -3, 2
12. Cc1ccc(SCC(=O)NCCCN2CCOCC2)cc1
    i, -5.7, 1, 13, -1, 3, -2, -30, 0, -3
13. Cc1cccc(NC(=O)c2ccc3[nH]c(=O)c(=O)[nH]c3c2)n1
    i, -1.0, 6, 15, 7, -1, 3, -4, 0, 1
14. CC(C)OCCCn1c(SCC(=O)Nc2ccccc2C(F)(F)F)nc2nccnc2c1=O
    i, -0.3, -1, 11, -6, -1, -6, 5, 0, -2
15. COc1cc(CN2CCNC(=O)C2CC(=O)N(C)CCN2CCOCC2)cc(OC)c1 (stereo not given)
    i, -1.4, 4, -3, -1, 1, -3, 12, -4, -3
16. CCc1nn(C(C)C(=O)N2CCN(c3ccc(OC)cc3)CC2)c(=O)c2cc3occc3n12 (stereo not given)
    i, -1.9, -1, -9, -7, -8, 2, 1, 2, 1
17. COc1cc2ccccc2cc1C(=O)Nc1ccc(C)cc1
    i, 2.6, -8, 2, -9, -8, -6, 15, -10, 0
18. O=S1(=O)C=C(SCCN2CCCCC2)c2ccccc21
    i, 0.4, 0, 8, -5, 2, -6, 12, 2, 0
19. COc1ccc(N2C(=O)CC(NNC(=O)c3cc(C)oc3C)C2=O)cc1 (stereo not given)
    i, -0.5, 0, 10, -1, 2, -2, 1, 0, 0
20. CCC(C)[C@H]1CNCCN1CCC12CC3CC(CC(C3)C1)C2 (stereo not given in full)
    i, -4.7, -14, 3, 3, -1, -1, -1, 9, -2

Rewritten field by field: part of the list above
10: Cc1occc1C(=O)N1N=C(C2CC2)CC1(O)C(F)(F)F (stereo not given)
  Rpn11 block: i	LMPTP inh: 1.4	NadD block: -1	CendR NRP1 mod: 34*	Scp-1 inhibitor: 6	MT1-MMP act inh: 5	SUMO1-SIM PPI: -1	SKN-1 inh: -24	DNMT1 inh: 15	STEP inh: 0
11: COc1ccc(CCNC(=O)c2ccc(CS(=O)Cc3ccc(Cl)cc3)o2)cc1OC (stereo not given)
  Rpn11 block: i	LMPTP inh: -0.2	NadD block: -1	CendR NRP1 mod: 2	Scp-1 inhibitor: -3	MT1-MMP act inh: 2	SUMO1-SIM PPI: 4	SKN-1 inh: 23	DNMT1 inh: -3	STEP inh: 2
12: Cc1ccc(SCC(=O)NCCCN2CCOCC2)cc1
  Rpn11 block: i	LMPTP inh: -5.7	NadD block: 1	CendR NRP1 mod: 13	Scp-1 inhibitor: -1	MT1-MMP act inh: 3	SUMO1-SIM PPI: -2	SKN-1 inh: -30	DNMT1 inh: 0	STEP inh: -3
13: Cc1cccc(NC(=O)c2ccc3[nH]c(=O)c(=O)[nH]c3c2)n1
  Rpn11 block: i	LMPTP inh: -1.0	NadD block: 6	CendR NRP1 mod: 15	Scp-1 inhibitor: 7	MT1-MMP act inh: -1	SUMO1-SIM PPI: 3	SKN-1 inh: -4	DNMT1 inh: 0	STEP inh: 1

Some of the entries above in another layout.
#	SMILES	Rpn11 block	LMPTP inh	NadD block	CendR NRP1 mod	Scp-1 inhibitor	MT1-MMP act inh	SUMO1-SIM PPI	SKN-1 inh	DNMT1 inh	STEP inh
7	NC(c1csc(Nc2cnccn2)n1)C1CCCCC1 (stereo not given)	i	2.2	-3	-18	.	-4	-2	-10	6	-2
6	C[C@H]1CN([C@@H](C)CO)C(=O)c2cccc(NC(=O)Nc3ccc(C(F)(F)F)cc3)c2O[C@H]1CN(C)C	i	-1.2	-7	2	-3	5	4	-9	-3	1

More results
The line under a structure holds: Rpn11 block, LMPTP inh, NadD block, CendR NRP1 mod, Scp-1 inhibitor, MT1-MMP act inh, SUMO1-SIM PPI, SKN-1 inh, DNMT1 inh, STEP inh
21. CCOc1nc2c(c(=O)n(C)c(=O)n2C)n1Cc1ccccc1Cl
    i, 0.3, -1, -4, -1, 0, 1, 7, 1, 1
22. CC(=O)Nc1ccc(C=CC(=O)c2ccc([N+](=O)[O-])cc2)cc1
    i, -0.1, 1, -4, ., 1, -28, 0, -4, -4
23. CCCCn1nnnc1C(c1cc2ccccc2o1)N1CCOCC1 (stereo not given)
    ., 0.1, 1, 6, ., 0, 2, -8, ., .
24. O=C(NCCCn1ccnc1)c1cc(-c2cccnc2)nc2ccc(Br)cc12
    i, -2.6, -10, -8, -2, -2, -14, -2, -6, -3
25. Cc1ccc(OCc2ccc(C(=O)NN)o2)c([N+](=O)[O-])c1
    i, 0.6, 10, -9, -3, 0, -5, -3, -2, -1
26. O=C(NCCCN1CCOCC1)/C(=C/c1ccco1)NC(=O)c1ccccc1
    i, -2.3, -4, -3, -7, 0, -4, 8, -1, 2
27. C=CC[C@H](CC(=O)NCCO)C(=O)NC[C@@H](OC(=O)[C@@H](CC=C)CC(=O)OC(C)(C)C)c1ccccc1
    i, -2.8, -1, -10, -3, -6, 7, -5, 4, 0
28. CSc1nc(C)c(C(=O)Nc2ccccc2)c(C)c1C#N
    i, 0.0, 7, 2, -6, 1, 0, 2, -2, -4
29. COCCNC(=O)c1ccccc1NC(=O)Nc1ccccc1
    i, 0.9, -5, -15, -2, 0, 2, 1, 3, -2
30. CCOc1cc2[nH]c(=S)n(CCN3CCCCC3CC)c(=O)c2cc1OCC (stereo not given)
    i, -0.5, 5, -10, 0, -3, 0, 0, -6, 2
31. CC1(C(=O)O)CCN1C(=O)COc1ccc(Cl)cc1 (stereo not given)
    i, -1.0, -1, -1, ., -2, -6, -2, 4, -5
32. O=C(CSc1nnc(C2CC2)n1C1CC1)N1CCN(c2ccc(O)cc2)CC1
    i, 6.5, 4, 11, ., 3, 20, -12, -2, 2
33. CCc1nnc(NC(=O)CCNC(=O)c2ccco2)s1
    i, -0.8, 1, 10, 1, 2, 0, -2, -1, 1
34. Cc1nc2nc(SCC(N)=O)[nH]c2cc1Br
    i, -0.2, 2, -7, -5, 0, 1, 7, -2, -1
35. CC(=O)N1CCN(Cc2nc3cc(NC(=O)c4ccc(Cl)cc4)ccc3n2C)CC1
    i, -1.5, 3, -1, 1, 13, 0, 11, 7, 1
36. OC(COc1ccc(OCc2ccccc2)cc1)CN1CCOCC1 (stereo not given)
    i, -1.0, -2, -11, -3, 7, -5, 23, 1, 2
37. O=C(c1ccc(CSc2nc3ccncc3[nH]2)cc1)N1CCCCC1
    i, 13, -1, -2, -13, 6, 6, -12, -5, -1
38. CC(C)CCNC(=S)Nc1ccc2nc3n(c(=O)c2c1)CCCCC3
    i, -1.1, 2, 10, -6, 8, 1, 2, 0, 10
39. O=C(Nc1ccc(N2CCN(C(=O)c3ccccc3)CC2)c(Cl)c1)c1cccnc1
    i, -0.5, 1, 10, -6, -1, 5, -7, -1, 4
40. CCC(C)(C(=O)NC1CCCCC1)N(C(=O)c1ccccn1)c1ccc(C)cc1 (stereo not given)
    i, -1.4, 1, -2, 1, -2, 4, -8, -1, -2
